Bioassay records from PubChem BioAssay.
GASC1 inh – blocks human GASC-1 (KDM4C) demethylase activity. actives 0.15% (n = 96,000). GST-KDM4C 2-372, H3K9me3 peptide, LANCE TR-FRET. AID 720574. inhibition, % at 12.5 µM. Q9H3R0;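 active = mean replicate inhibition above about 25%, with at least 55% of replicates also reaching it, limit read from the data, passing the limit was not always enough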
Target sequence (Q9H3R0 2-372 limits assumed): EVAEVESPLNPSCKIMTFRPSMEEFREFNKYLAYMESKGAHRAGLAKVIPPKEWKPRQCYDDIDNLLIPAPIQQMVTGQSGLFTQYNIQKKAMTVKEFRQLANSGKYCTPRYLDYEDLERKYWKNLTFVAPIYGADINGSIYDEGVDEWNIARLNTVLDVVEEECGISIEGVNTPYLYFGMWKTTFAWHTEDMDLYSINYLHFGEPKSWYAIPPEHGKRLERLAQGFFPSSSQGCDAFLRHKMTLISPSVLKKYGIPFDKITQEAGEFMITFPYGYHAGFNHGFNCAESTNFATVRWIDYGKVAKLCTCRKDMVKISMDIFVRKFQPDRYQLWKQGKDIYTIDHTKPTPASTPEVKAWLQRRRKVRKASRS
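reagent = H3K9me3 peptide substrate, Fe(II), 2-oxoglutarate | system = GST-tagged GASC-1 (JMJD2C) catalytic fragment, aa 2-372 | amount = enzyme final amount 10 nM | read-out = Fall in 671/618 emission ratio as inhibition | medium = HEPES buffer, pH 7.5, plus ascorbate | schedule = 30 min reaction, 60 min detection, RT | measured by = LANCE TR-FRET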
C diff HTS – C. difficile growth inhibition. growth activity, negative = inhibition, % at 16 µg/mL (by protocol). AID 1259249. actives 0.25% (n = 86,000). Clostridium difficile clinical isolate growth, OD600, 24 h; active compounds read low;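 active = mean growth activity at or below -80% and every replicate also at or below -80%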;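 also: 0% = DMSO wells and -100% = levofloxacin 16 µg/mL wells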
T cruzi growth – blocks T. cruzi growth in NIH3T3 culture. inhibition, % at 8.34 µM. T. cruzi beta-gal in NIH3T3, GalScreen luminescence, 90 h. actives 5.9% (n = 77,000);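 active = mean inhibition above about 93%, with at least 55% of replicates each passing it, limit read from the data, passing the limit was not always enough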
Pf Dd2 inh – inhibitors of Plasmodium falciparum Dd2 growth. P. falciparum Dd2 growth, SYBR Green, 72 h; active compounds read low. activity change, % at 10 µM. actives 2.3% (n = 94,000). AID 1159554; in the data active = activity change below about -80%
An asterisk follows results filed as active; . = no result given; & = joins results of further samples.

Order of values – GASC1 inh	C diff HTS	T cruzi growth	Pf Dd2 inh
- C[C@H]1CN([C@@H](C)CO)C(=O)c2cc(-c3cccc(C(=O)N(C)C)c3)cnc2O[C@@H]1CN(C)C
 : 0.2	-5.6	-42.9	9.2
- C[C@@H]1CN([C@H](C)CO)C(=O)c2c(c3ccccc3n2C)-c2ccccc2CO[C@@H]1CN(C)Cc1cccc(C(=O)O)c1
 : 0.1	-2.5	-88.3	-2.1
- COCC(=O)N1C[C@@H](C)[C@H](OC)CN(C)C(=O)c2ccc(NC(=O)C3CCC3)cc2OC[C@H]1C
 : 1.9	.	-42.7	44.6
- Cn1cnc(CCNC(=O)C[C@@H]2CC[C@H]3[C@@H](COC[C@@H](O)CN3C(=O)C3CCCC3)O2)c1
 : 2.3	-6.1&-6.3	-2.3	16.2
- C[C@@H]1CCCCO[C@@H](CN(C)S(=O)(=O)c2ccccc2)[C@@H](C)CN([C@H](C)CO)C(=O)c2cc(NS(=O)(=O)c3ccccc3)ccc2O1
 : -0.6	.	32.3	-22.1
- CO[C@@H]1CC[C@@H]2CCOc3ccc(C#N)cc3C(=O)N(C)C[C@H](C)C(=O)N(C)C[C@@H]1O2
 : 0.7	-1.0	12.8	.
- C[C@@H]1CN([C@H](C)CO)C(=O)c2cccc(NC(=O)c3cnccn3)c2O[C@@H]1CN(C)S(=O)(=O)c1ccc(Cl)cc1
 : -1.8	-3.1	-35.6	-41.8
- CCS(=O)(=O)N1CCCCN2[C@H](CO)[C@@H](c3ccc(C#Cc4ccccn4)cc3)[C@@H]2C1
 : 0.1	-8.6	86.4	9.2
- CC(C)NC(=O)N(C)C[C@H]1Oc2ccc(NC(=O)NC3CCCCC3)cc2CC(=O)N([C@@H](C)CO)C[C@@H]1C
 : -0.3	-1.3	-15.2	13.1
- O=C(C[C@@H]1CC[C@H]2[C@@H](COC[C@@H](O)CN2C(=O)c2cnccn2)O1)NCc1ccccc1
 : -0.3	.	28.4	6.9
- CN(C)C(=O)C[C@@H]1C[C@H]2c3cc(NC(=O)NC4CCCCC4)ccc3O[C@H]2[C@@H](CO)O1
 : -1.5	.	-4.6	2.5
- O=C(O)C[C@H]1C[C@H]2c3cc(NC(=O)Nc4ccccc4)ccc3O[C@H]2[C@H](CO)O1
 : -1.7	3.5	-202.6	10.9
- O=C(NCC[C@H]1CC[C@H](NC(=O)c2cccnc2)[C@H](CO)O1)Nc1ccc(F)cc1
 : 64.8*	49.5	21.3	-16.1
- C[C@@H](NC(=O)C[C@H]1CC[C@H]2[C@@H](COc3ccc(NS(=O)(=O)c4ccc(Cl)cc4)cc3C(=O)N2C)O1)c1ccccc1
 : 0.5	-4.0	33.2	-5.4
- C[C@H]1CN([C@@H](C)CO)C(=O)c2cc(NC(=O)CCC(F)(F)F)ccc2O[C@H]1CN(C)Cc1ccc(C(F)(F)F)cc1
 : -0.4	35.7&-5.0	.	-7.5

6 structures out of the list, sorted by count of non-hydrogen atoms, ascending.
Order of values – GASC1 inh	C diff HTS	T cruzi growth	Pf Dd2 inh
- O=C(NCC[C@H]1CC[C@H](NC(=O)c2cccnc2)[C@H](CO)O1)Nc1ccc(F)cc1
 : 64.8*	49.5	21.3	-16.1
- CO[C@@H]1CC[C@@H]2CCOc3ccc(C#N)cc3C(=O)N(C)C[C@H](C)C(=O)N(C)C[C@@H]1O2
 : 0.7	-1.0	12.8	.
- O=C(C[C@@H]1CC[C@H]2[C@@H](COC[C@@H](O)CN2C(=O)c2cnccn2)O1)NCc1ccccc1
 : -0.3	.	28.4	6.9
- C[C@H]1CN([C@@H](C)CO)C(=O)c2cc(-c3cccc(C(=O)N(C)C)c3)cnc2O[C@@H]1CN(C)C
 : 0.2	-5.6	-42.9	9.2
- C[C@@H]1CN([C@H](C)CO)C(=O)c2c(c3ccccc3n2C)-c2ccccc2CO[C@@H]1CN(C)Cc1cccc(C(=O)O)c1
 : 0.1	-2.5	-88.3	-2.1
- C[C@@H]1CCCCO[C@@H](CN(C)S(=O)(=O)c2ccccc2)[C@@H](C)CN([C@H](C)CO)C(=O)c2cc(NS(=O)(=O)c3ccccc3)ccc2O1
 : -0.6	.	32.3	-22.1

Next part:
Order of values – GASC1 inh	C diff HTS	T cruzi growth	Pf Dd2 inh
- C[C@H](C(=O)N(C)C[C@H]1OCc2ccccc2-c2ccccc2C(=O)N([C@@H](C)CO)C[C@@H]1C)c1ccccc1
 : -0.7	5.9	-10.3	-33.8
- CN(C)CC(=O)N[C@H]1C[C@@H]2O[C@H](CO)CC[C@@H]2O[C@@H]1CCc1ccc(-c2ccc(F)cc2)cc1
 : .	-3.6	.	-58.3
- CO[C@@H]1CN(C)C(=O)c2cc(NS(=O)(=O)c3ccc(F)cc3)ccc2OC[C@@H](C)N(C)C[C@H]1C
 : 1.5	.	15.8	.
- C[C@@H]1CN([C@@H](C)CO)C(=O)c2cc(NS(C)(=O)=O)ccc2O[C@@H]1CN(C)CC1CCCCC1
 : 10.8	12.3	43.9	35.4
- COCC(=O)N(C)C[C@H]1Oc2cc(-c3ccc(OC)cc3)ccc2S(=O)(=O)N([C@@H](C)CO)C[C@@H]1C
 : -1.9	-4.6	2.8	-10.5
- CC(=O)Nc1ccc2c(c1)C(=O)N(C)[C@@H]1CC[C@H](CC(=O)NCc3ccc(F)cc3)O[C@@H]1CO2
 : 4.2	2.1	21.4	-19.8
- COc1ccc(CN(C)C[C@H]2Oc3c(NC(=O)Nc4ccc(OC)cc4)cccc3C(=O)N([C@@H](C)CO)C[C@@H]2C)cc1
 : 1.5	-1.6	25.3	-18.5
- CC(C)C#Cc1ccc2c(c1)O[C@@H](CN(C)Cc1cccnc1)[C@@H](C)CN([C@@H](C)CO)S2(=O)=O
 : 1.9	6.9	97.2	-48.5
- COC(=O)C[C@H]1CC[C@@H](NS(=O)(=O)c2ccc(OC)cc2)[C@@H](CO)O1
 : -1.6	.	15.9	4.9
- O=C(Nc1ccccc1Cl)N1[C@@H](CO)[C@@H]2c3ccccc3NC[C@@H]21
 : -1.4	6.3	0.1	-19.1
- Cc1noc(C)c1S(=O)(=O)Nc1ccc2c(c1)C(=O)N([C@H](C)CO)C[C@@H](C)[C@H](CN(C)C(=O)Nc1ccccc1)OCCCC[C@@H](C)O2
 : -0.7	-5.3	20.5	-63.1
- C[C@@H]1CCCCO[C@H](CN(C)Cc2ccccc2)[C@@H](C)CN([C@@H](C)CO)C(=O)c2cc(NC(=O)c3ccccc3)ccc2O1
 : -0.3	4.4	77.9	-74.4
- CCC(=O)Nc1ccc2c(c1)C(=O)N(C)C[C@@H](OC)[C@@H](C)CN(Cc1cccnc1)[C@H](C)CO2
 : -0.5	1.4	-82.9	30.3
- O=C(c1ccc(F)cc1)N1CC(=O)N2[C@@H](CO)[C@@H](c3ccc(-c4cccnc4)cc3)[C@@H]2C1
 : -0.3	-1.4	.	-15.4
- C/C=C/c1ccc([C@@H]2[C@H](CO)N(CC3CCOCC3)C23CN(C(=O)COC)C3)cc1
 : 2.6	-2.3	.	-44.9
- Cc1noc(C)c1NC(=O)N[C@H]1CC[C@@H](CCNC(=O)C2CC2)O[C@H]1CO
 : -1.6	-3.6	.	7.6
- CO[C@@H]1CN(C)C(=O)c2cc(NC(=O)NC(C)C)ccc2OC[C@H](C)N(S(C)(=O)=O)C[C@H]1C
 : 1.5	-2.8	.	-9.4
- C[C@H](CO)N1C[C@H](C)[C@@H](CN(C)CC2CCCCC2)Oc2c(NC(=O)C3CC3)cccc2C1=O
 : 0.0	-23.4	61.1	8.7
- CC(C)NC(=O)Nc1cccc2c1O[C@@H](CN(C)S(=O)(=O)c1cn(C)cn1)[C@H](C)CN([C@H](C)CO)C2=O
 : 0.1	-5.0	-114.1	23.6
- CN(C)CCCNC(=O)C[C@@H]1CC[C@H](NS(=O)(=O)c2ccc(F)cc2)[C@@H](CO)O1
 : 0.6	-2.7	2.6	-0.8
- CCCC#Cc1ccc([C@@H]2[C@@H](CO)N3CCCCN(C(=O)NC4CCCC4)C[C@H]23)cc1
 : -1.6	0.5	98.3	-73.8
- O=C(C[C@@H]1C[C@@H]2c3cc(NC(=O)NC4CCCCC4)ccc3O[C@@H]2[C@H](CO)O1)NCc1ccncc1
 : -5.8	.	8.8	-10.2
- C[C@H](CO)N1C[C@H](C)[C@@H](CN(C)S(=O)(=O)c2ccc(F)cc2)Oc2ccc(NC(=O)Nc3ccc(F)cc3)cc2CC1=O
 : -0.6	1.3	-116.7	-25.6
- CC(=O)N(C)C[C@@H]1Oc2ncc(-c3ccc(F)cc3)cc2C(=O)N([C@@H](C)CO)C[C@@H]1C
 : -0.1	-2.6	-11.9	51.8
- C[C@@H]1CCCCO[C@H](CN(C)C(=O)C2CCCCC2)[C@@H](C)CN([C@@H](C)CO)C(=O)c2cc(N(C)C)ccc2O1
 : 6.1	-0.9	36.5	-67.9
- O=C(CN1CCOCC1)N1CCCCN2[C@H](CO)[C@@H](c3ccc(-c4ccccc4)cc3)[C@H]2C1
 : 0.3	-5.2	-9.0	10.9
- COc1ccc(NC(=O)Nc2cccc3c2O[C@@H](CN(C)Cc2ccc4c(c2)OCO4)[C@H](C)CN([C@H](C)CO)C3=O)cc1
 : 1.3	2.2	-38.3	2.3
- COc1cccc(S(=O)(=O)N[C@H]2C=C[C@@H](CC(=O)NC3CCC3)O[C@@H]2CO)c1
 : 0.2	-6.8	-59.8	-5.1
- C[C@@H]1CN([C@@H](C)CO)C(=O)c2cc(-c3ccncc3)cnc2O[C@H]1CN(C)C(=O)c1ccccc1F
 : 7.4	-2.5	74.6	19.4
- C/C=C/c1cnc2c(c1)C(=O)N([C@H](C)CO)C[C@@H](C)[C@H](CN(C)C(=O)C1CC1)O2
 : -0.2	-5.4	-47.4	15.3
- CCCNC(=O)N(C)C[C@@H]1Oc2cc(-c3ccccc3F)ccc2S(=O)(=O)N([C@@H](C)CO)C[C@@H]1C
 : 1.7	-1.3	.	7.0
- Cc1ccc(S(=O)(=O)N[C@@H]2CC[C@H](CCn3cc(C4(O)CCCC4)nn3)O[C@@H]2CO)cc1
 : -0.2	0.4	-6.0	-9.8
- C[C@@H]1CCCCO[C@@H](CN(C)C(=O)NC2CCCCC2)[C@@H](C)CN([C@H](C)CO)C(=O)c2cc(NC(=O)c3ccncc3)ccc2O1
 : -0.7	4.7	29.6	7.7
- Cc1noc(C)c1NC(=O)Nc1ccc2c(c1)CC(=O)N([C@H](C)CO)C[C@@H](C)[C@H](CN(C)C(=O)Nc1c(C)noc1C)O2
 : 0.7	-8.3	15.9	29.9
- C[C@H]1CN([C@@H](C)CO)C(=O)c2cc(-c3cccc(C(=O)N(C)C)c3)cnc2O[C@@H]1CN(C)S(=O)(=O)c1cccc(F)c1
 : -0.4	1.3	-49.7	-44.0
- CC(C)CC#Cc1ccc([C@@H]2[C@H](CO)N3CCCCN(S(=O)(=O)c4ccc(F)cc4)C[C@@H]23)cc1
 : -0.9	9.0	86.4	-71.2
- C[C@H](CO)N1C[C@H](C)[C@@H](CN(C)Cc2ccccc2)Oc2ccc(NC(=O)Nc3ccccc3)cc2CC1=O
 : -1.3	0.4	38.3	-55.7
- COc1ccc(S(=O)(=O)N(C)C[C@@H]2OCCCC[C@H](C)Oc3ccc(NS(C)(=O)=O)cc3C(=O)N([C@H](C)CO)C[C@H]2C)cc1
 : 0.0	8.6	-0.8	-34.4
- Cc1ccc(S(=O)(=O)Nc2ccc3c(c2)C(=O)N([C@H](C)CO)C[C@H](C)[C@H](CN(C)Cc2ccncc2)O3)cc1
 : 2.0	-0.8	3.1	13.2
- CN(C[C@@H]1N[C@H](CO)[C@@H]1c1ccc(C2=CCCCC2)cc1)S(C)(=O)=O
 : 9.5	-2.2	47.4	6.3
- C[C@@H]1CN([C@@H](C)CO)C(=O)c2cc(NC(=O)Nc3cccc4ccccc34)ccc2O[C@H]1CN(C)S(=O)(=O)c1ccc(Cl)cc1
 : -0.2	-6.9	55.3	-6.3
- C[C@@H]1CN([C@H](C)CO)C(=O)Cc2cc(NC(=O)Nc3ccccc3)ccc2O[C@H]1CN(C)C
 : 0.5	-2.4	2.1	-4.1
- CCCNC(=O)N[C@@H]1CC[C@H](CCn2cc(C3CCCCC3)nn2)O[C@H]1CO
 : 2.3	-2.1	.	0.0
- COc1ccccc1NC(=O)N1CC(=O)N2[C@H](CO)[C@@H](c3ccc(C#CC4CC4)cc3)[C@@H]2C1
 : 0.4	2.1	.	-28.4
- COc1ccc2c3c(n(C)c2c1)[C@@H](CO)N(C(C)=O)CC31CCN(C(=O)C2CC2)CC1
 : -0.4	0.0	.	-0.6
- O=C(NC1CCC1)[C@@H]1[C@@H](CO)[C@@H]2Cn3c(ccc(-c4ccccc4F)c3=O)[C@@H]2N1Cc1cocn1
 : 0.9	-1.8	62.3	.
- O=C(N[C@@H]1CC[C@@H](CCNS(=O)(=O)c2ccc(Cl)cc2)O[C@H]1CO)c1ccccn1
 : 0.0	.	43.6	20.2
- COc1cccc(NC(=O)Nc2ccc3c(c2)C(=O)N(C)[C@@H]2CC[C@H](CC(=O)NCCc4ccccc4)O[C@@H]2CO3)c1
 : -3.3	-8.0	26.8	.
- N#C[C@H]1[C@H](c2ccccc2)[C@H](CO)N1S(=O)(=O)c1cccc(F)c1
 : 0.0	6.7	73.4	-0.4
- O=C(C[C@H]1CC[C@@H]2[C@H](COC[C@@H](O)CN2CC2CC2)O1)NCc1ccc(Cl)cc1
 : 0.8	-0.4	-15.6	-30.4
